FEN1 inh: human FEN1 inhibition. P39748. AID 588795. Potency, µM (highest dose often 114 µM), inactives show top-dose activity change, negative = inhibition, usual class: inhibitors. actives 0.35% (n = 390,000). Recombinant FEN1 flap cleavage, fluorescence, 15 min; note: nearly all actives have a fitted effect of over 65% in size
Target sequence (P39748 whole entry, looked up): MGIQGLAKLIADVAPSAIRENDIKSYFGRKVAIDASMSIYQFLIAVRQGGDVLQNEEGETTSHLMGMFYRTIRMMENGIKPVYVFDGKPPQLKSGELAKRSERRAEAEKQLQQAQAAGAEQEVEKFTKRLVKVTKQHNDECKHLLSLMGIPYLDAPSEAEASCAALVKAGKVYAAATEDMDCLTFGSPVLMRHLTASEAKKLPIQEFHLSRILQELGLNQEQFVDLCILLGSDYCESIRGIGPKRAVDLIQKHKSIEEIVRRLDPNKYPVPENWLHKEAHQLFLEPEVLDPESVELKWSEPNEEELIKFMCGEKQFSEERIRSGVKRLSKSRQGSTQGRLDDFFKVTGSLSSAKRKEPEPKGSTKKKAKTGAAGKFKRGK
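Concentration–response screening of FEN1 (10 nM): 15 min compound preincubation at room temperature, reaction started with 50 nM substrate and read at 0 and 15 min. Corrected, normalized data were fitted by a four-parameter Hill equation.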
KAT2A inh: inhibitors of human GCN5L2 histone acetyltransferase. Q92830. GCN5L2 HAT assay, ThioGlo1 CoA-SH fluorescence. Potency, µM (titrated, usually from 58.9 µM), inactives show at the top dose activity change, negative = inhibition, actives largely listed as inhibitors. actives 0.21% (n = 390,000). AID 504327
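ThioGlo1-coupled HAT assay: 20nM GCN5L2, 70uM acetyl-CoA, 75uM H3(1-25) peptide, pH 7.5. Fluorescence read at 340/540nm at start and after 20 min at room temperature.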
N370S GC: inhibitors or activators of N370S glucocerebrosidase for Gaucher disease | N370S GC spleen homogenate, 4MU-glucoside fluorescence | Potency, µM (highest dose often 59.4 µM), inactives show top-dose activity change, negative = inhibition, usual class: inhibitors | actives 0.092% (n = 330,000) | AID 2101;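 note: 0% = full enzyme activity and -100% = no enzyme basal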
The depositor's hits bear a star; u = inconclusive; x = no result given; & = joins results of further samples. Calls come from the whole dose curve; as a rule, active = well fitted curve in the direction sought with a large enough effect; inconclusive = small, poorly fitted or top-dose-only effect, or another doubt; inactive = no such curve, though single readings can be large; an effect the other way counts as inactive or inconclusive. Unless noted, % is set by controls: 0 for no effect and ±100 for the full control effect; potency is the fitted concentration of half-maximal effect.

SMILES	FEN1 inh	KAT2A inh	N370S GC
CC1Cc2ccccc2N1C(=O)c1nn(C)cc1Br (stereo not drawn)	-1%	-2%	-3%
Cc1ccc(COC(=O)CN2C(=O)NC3(CCCCC3C)C2=O)cc1 (stereo not drawn)	-1%	-6%	0%
Cc1ccc(Oc2ccc(C(=O)NCc3ccncc3)cc2)cc1	9%	-3%	-2%
O=C(Nc1ccc(Cl)cc1)N1CCN(c2ncccn2)CC1	2%	-10%	7%
C/C(=N/NC(=O)CNC(=O)C(c1ccccc1)c1ccccc1)c1ccco1	-12%	1%	-6%
CC(C)CN(CCNC(=O)c1cn(C)c2ccc(S(=O)(=O)N3CCCC3)cc2c1=O)CC(C)C	-1%&5%	u	-12%
CCOC(=O)Cn1ccc(NC(=O)COc2ccc(F)cc2F)n1	-4%	-14%	-6%
COc1ccc(/C=C(/C#N)c2nc(-c3ccc(-c4ccccc4)cc3)cs2)cc1	-5%	-12%	x
Cc1oc2c(C)c3oc(=O)c(CCC(=O)NCCCn4ccnc4)c(C)c3cc2c1C	13%	-2%	-2%
CCOC1=NN(c2ccccc2)C(=O)/C1=C\N(C)C	13%	-10%	20%
O=C(O)C1CCC(CNS(=O)(=O)c2ccc(Cl)cc2)CC1 (stereo not drawn)	2%	-25%	2%
CCOc1cccc(CC(=O)N2CCc3c([nH]c4ccccc34)C2c2ccc(C)cc2)c1OCC (stereo not drawn)	-18%	-21%	x
CNC(=S)Nc1ccc(Br)cc1	8%	1%	6%
O=C1c2cccnc2C(Nc2cccc(F)c2)N1Cc1ccco1 (stereo not drawn)	-3%	2%	4%
O=C(O)c1cn2c3c(ccc(Cl)c3c1=O)OCC2	-1%	-1%	14%
CCCc1nn(-c2cc(Cl)ccc2OC)c2c1C(=O)CCC2	1%	-3%	6%
Nc1c(C(=O)Nn2cnnc2)cc([N+](=O)[O-])cc1[N+](=O)[O-]	x	-9%	-6%
Cc1cc(=O)oc2ccc(OC(C)C(=O)O)cc12 (stereo not drawn)	-6%	1%	-20%
COc1ccc(CC(=O)OCC(=O)NC(=O)Nc2ccccc2F)cc1	8%	0%	x
CC(=O)c1ccc(N2Cc3ccccc3C2=NC(=O)c2cccs2)cc1	-5%	-10%	-7%
Cc1cccc(COc2ccccc2/C=N/Nc2ccc([N+](=O)[O-])cc2)c1	7%	-4%	2%
O=C(C1CCN(C2CCN(C/C=C/c3ccccc3)CC2)CC1)N1CCOCC1	-19%	-1%	1%
O=C(CSc1nc(C(F)(F)F)cc(=O)[nH]1)N1CCCC1	4%	2%	-6%
CC(C)CC(NS(=O)(=O)c1ccccc1S(=O)(=O)NC(CC(C)C)C(=O)O)C(=O)O (stereo not drawn)	0%	2%	-1%
CCC[C@H]1C[C@H](C(=O)NC(C(C)Cl)C2O[C@@H](SC)C(OP(=O)(O)O)[C@@H](O)[C@@H]2O)N(C)C1 (stereo partly drawn)	x	-16%	-7%
COCCn1c(SCc2nc3ccccc3s2)nc2ccccc21	-17%	-6%	21%
CC(=O)CCCCn1cnc2c1c(=O)n(C)c(=O)n2C	x	0%	2%
O=C(CCSc1nc(-c2ccco2)cc(C(F)(F)F)n1)NCC1CCCO1 (stereo not drawn)	-9%	-4%	-2%
O=C(Nc1nnc(-c2ccco2)s1)C1CCN(S(=O)(=O)c2ccc(Cl)cc2)CC1	11%	-5%	-6%
COc1ccc(C(=O)NC(=S)SCC(=O)O)cc1	17%	0%	-17%
Cc1cnc(C(=O)OCC(=O)N2CC(C)CC(C)C2)cn1 (stereo not drawn)	-6%	0%	x
Cc1nccn1-c1c([N+](=O)[O-])c(=O)n(C)c2ccccc12	-5%	-4%	13%
CC(C)(C)n1nc2c(c1NC(=O)COc1ccc3ccccc3c1)CS(=O)C2 (stereo not drawn)	-3%	-16%	16%
COc1ccccc1-n1c(SCC(=O)N2CCOCC2)nc2cccnc21	1%	-6%	5%
N#Cc1nc(-c2ccc(OCc3ccccc3Cl)cc2)oc1NCCCn1ccnc1	x	-7%	5%
O=C(Cn1cccn1)N1CCCC(N2CCN(c3ccccc3F)CC2)C1 (stereo not drawn)	-1%	-8%	0%
Cc1ccc(/C(C#N)=C\c2ccc(N3CCOCC3)o2)cc1	-3%	-6%	-12%
Cc1ccc2nc(SCC(=O)Nc3cccc4ccccc34)nc(=O)n2c1	-2%	-2%	-5%
N#C/C(=C/c1cn(CC(=O)O)c2ccccc12)c1ccc(F)cc1	0%	-5%	-2%
Cn1cc(S(=O)(=O)N2CCCC2)cc1C(=O)NCc1ccc(Cl)cc1	-13%	-8%	0%
COc1ccc(S(=O)(=O)N2CCOCC2)cc1NC(=O)CN1C(=O)CN(C)C1=O	1%	0%	x
CCN(CC)S(=O)(=O)c1cc(C(=O)OC(C)C(=O)NCc2ccco2)ccc1C (stereo not drawn)	-1%	-2%	x
CCCN1CCn2c3c(c4cc(Br)ccc42)CCCC31 (stereo not drawn)	-9%	0%	-20%
COc1ccccc1OCC(=O)NCC1(N2CCOCC2)CCCCC1	2%	-8%	x
COc1cccc(C2C3=C(N=C4SCC(=O)N42)c2ccccc2CC3)c1OC (stereo not drawn)	-2%	-13%	-6%
COc1cc([N+](=O)[O-])ccc1NC(=O)CCCOc1ccc(C)cc1	-15%	-17%	1%
CC(=O)Oc1ccc2c(=O)c(Oc3ccccc3)c(C)oc2c1OC(C)=O	-8%	-5%	7%
COC(=O)c1ccccc1NC(=O)Cn1ccnc1	4%	-8%	-2%
CN(C)S(=O)(=O)Oc1ccsc1C(=O)Nc1ccccc1Cl	-22%	0%	23%
C=CC[C@H](CC(=O)NCCO)C(=O)NC[C@@H](OC(=O)[C@@H](CC=C)Cc1ccc(F)cc1)c1ccccc1	-5%	-8%	x
CC(NC(=S)Nc1ccc(F)cc1)C(c1cccs1)N1CCOCC1 (stereo not drawn)	14%	u	9%
COc1ccc(CNC(=O)c2ccc(C)o2)cc1	2%	-4%	3%
CCOc1ccc2nc(SCC(=O)NCc3ccc(S(N)(=O)=O)cc3)[nH]c2c1	2%	-18%	-21%
CCc1ccc(C(=O)CN2C(=O)NC3(CCc4ccccc43)C2=O)cc1 (stereo not drawn)	-21%	-2%	x
OCc1nnn(-c2ccccc2)c1CO	-11%	-2%	1%
CNC(=O)CSc1nnc(C(C)C)n1C	7%	3%	3%
COC(=O)c1ccc(N2CCN(CCNC(=O)Nc3ccc(OC)cc3)CC2)cc1	-1%	-2%	-9%
Cc1cc(/C=N/O)c(C)n1-c1ccccc1	9%	0%	-19%
Cc1ccc(C2CC(=O)NC3=C2C(=O)CCC3)cc1Br (stereo not drawn)	0%	-6%	-7%
C=Cc1ccc(CSc2nc(-c3ccc(Cl)cc3)nc3c2Cc2c(CO)cnc(C)c2O3)cc1	5%	-24%	x

Next entries
SMILES	FEN1 inh	KAT2A inh	N370S GC
CCCn1c(SCC(=O)Nc2ccc(NC(=O)CC)cc2)nc2c1c(=O)n(C)c(=O)n2C	-3%	-3%	-23%
COc1cc2c(cc1O)CC[C@@H]1[C@@H]2CC[C@]2(C)[C@@H](O)CC[C@@H]12	-4%&-2%	-6%&0%	u
CCN(CCNC(=O)C1CCN(S(=O)(=O)c2c(C)noc2C)CC1)c1ccccc1	12%	-4%	-8%
CCN(CC)CCCN(Cc1cc2cc3c(cc2[nH]c1=O)OCO3)C(=S)Nc1ccccc1OC	-16%	-5%	-21%
CCOC(=O)N1CCc2c(sc3c2c(=O)n(Cc2ccccc2)c(=O)n3CC(=O)NCCOC)C1	7%	-6%	2%
CCS(=O)(=O)Nc1cccc(-c2ccc3nnc(C)n3n2)c1	x	-2%	0%
COc1ccc(-c2nn(-c3ccccc3)cc2CO)cc1	8%	-1%	3%
O=C(COc1ccccc1)Nc1ccccc1Oc1ccccc1	-2%	-6%	28%
Cc1cc(SCCC(=O)O)nc2c(C)cccc12	11%	u	4%
O=C(NCCC1CCCCN1S(=O)(=O)c1ccc(F)cc1)C(=O)NCc1ccccn1 (stereo not drawn)	3%	-4%	0%
COc1cn(CC(=O)Nc2cccc(C)c2C)c(CN2CCCCC2)cc1=O	-2%	8%	x
COc1ccc(OC)c2sc(NNC(=O)C3COc4ccccc4O3)nc12 (stereo not drawn)	2%	-1%	0%
CCN(CC)S(=O)(=O)c1cccc(NC(=O)CN(C)C2CCCCC2)c1	3%	-6%	-1%
Cc1ccc(C)c(NC(=S)c2nc3ccccc3s2)c1	3%	2%	5%
Cc1cc(OCC(=O)Nn2cnnc2)c(C)cc1Br	-3%	-19%	1%
O=C(Nc1ccc(Cl)c(S(=O)(=O)N2CCCCC2)c1)c1ccco1	-9%	-7%	x
O=[N+]([O-])c1ccc(Sc2ccc(Cl)c(Cl)c2)nc1	-16%	-10%	4%
O=C(NN1CC(=O)N(c2cc(Cl)cc(Cl)c2)CC1=O)c1sccc1Cl	-10%	0%	-2%
CCOc1ccc(-c2ccc(SCC(=O)N3CCN(c4ccccc4)CC3)nn2)cc1	x	0%	3%
Cc1ccc(NC(=O)c2cc(CN3CCOCC3)on2)cc1Cl	3%	3%	x
Cc1cc(C(=O)N(C)CC(=O)Nc2ccc(Cl)c(C(F)(F)F)c2)no1	-2%	-8%	3%
CN1C(C(=O)NCc2ccc(OC(F)(F)F)cc2)CC2Cn3c(nc4cc(Cl)c(Cl)cc43)C21 (stereo not drawn)	-23%	13%	-14%
O=S(=O)(NCc1ccccc1)c1ccc(NC(=S)NCc2ccco2)cc1	-11%	-12%	-6%
Cc1cc(C)c2c(-n3cccc3)c(C(=O)NCCCN3CCCCC3C)sc2n1 (stereo not drawn)	17%	-11%	x
N#Cc1cc(Oc2ccc3ccccc3c2)c(-n2nnc3ccccc32)cc1C#N	7%	-1%	-4%
CCCCN(C)CCNC(=O)Cn1c(=O)sc2ccccc21	-6%	-5%	1%
Cn1c(SCC(=O)Nc2ccccc2Br)nnc1-c1cnccn1	21%	1%	-29%
COc1ccc2oc(C(=O)OCC(=O)Nc3cc(S(=O)(=O)N4CCOCC4)ccc3C)c(C)c2c1	0%	-6%	-1%
O=C(NC(=S)N1CCCCC1c1cccnc1)c1ccc(F)cc1 (stereo not drawn)	-1%	-1%	0%
CCc1cccc(NC(=O)CSc2n[nH]c(-c3ccccc3Cl)n2)c1	-15%	0%	x
O=c1c2cnn(-c3ccccc3)c2nnn1/N=C/c1cccnc1	-15%	3%	3%
COc1ccc2c(Sc3ccccc3)c(C(=O)NCCN(C)C)[nH]c2c1	-8%	-14%	x
CC1CCN(S(=O)(=O)c2cc3c4c(c2)C(C)C(=O)N4CCC3)CC1 (stereo not drawn)	-6%&-3%	-4%&-7%	0%
CCCCc1cc(=O)oc2cc(C)cc(OCC(=O)O)c12	-1%	-25%	-5%
O=C(CN1C(=O)NC2(CCc3ccccc3C2)C1=O)NCC(F)(F)F (stereo not drawn)	14%	-2%	2%
CN(C(=O)CSc1nnc(-c2cccnc2)o1)C1CCCCC1	-3%	1%	x
Cc1ccc(-c2csc3ncn(/N=C/N(C)C)c(=O)c23)o1	2%	-2%	17%
C=C(C)COc1ccc(-c2nc(N)ncc2-c2ccccc2OC)c(O)c1	u	-8%	26%
O=C(N/N=C/c1ccccn1)c1sc2ccccc2c1Cl	u	-10%	u
O=C(COC(=O)c1cc[n+]([O-])cc1)Nc1ccc(SC(F)F)cc1	6%	-11%	-1%
COc1ccsc1NC(=O)OCc1ccc(Cl)cc1	-18%	27%	-6%
COC(=O)CN1C(=O)C2(OCCCO2)c2ccccc21	-14%	1%	2%
COc1ncnc(NS(=O)(=O)c2ccc(N)cc2)c1OC	-9%	1%	3%
COCCNC(=O)CSc1nc2cc3c(cc2c(=O)n1CCCC(=O)NCCc1ccc(OC)c(OC)c1)OCO3	7%&0%	-13%&2%	-7%

Compounds shown so far that have a furan ring, fused or not:
SMILES	FEN1 inh	KAT2A inh	N370S GC
C/C(=N/NC(=O)CNC(=O)C(c1ccccc1)c1ccccc1)c1ccco1	-12%	1%	-6%
Cc1oc2c(C)c3oc(=O)c(CCC(=O)NCCCn4ccnc4)c(C)c3cc2c1C	13%	-2%	-2%
O=C1c2cccnc2C(Nc2cccc(F)c2)N1Cc1ccco1 (stereo not drawn)	-3%	2%	4%
O=C(CCSc1nc(-c2ccco2)cc(C(F)(F)F)n1)NCC1CCCO1 (stereo not drawn)	-9%	-4%	-2%
O=C(Nc1nnc(-c2ccco2)s1)C1CCN(S(=O)(=O)c2ccc(Cl)cc2)CC1	11%	-5%	-6%
Cc1ccc(/C(C#N)=C\c2ccc(N3CCOCC3)o2)cc1	-3%	-6%	-12%
CCN(CC)S(=O)(=O)c1cc(C(=O)OC(C)C(=O)NCc2ccco2)ccc1C (stereo not drawn)	-1%	-2%	x
COc1ccc(CNC(=O)c2ccc(C)o2)cc1	2%	-4%	3%
O=C(Nc1ccc(Cl)c(S(=O)(=O)N2CCCCC2)c1)c1ccco1	-9%	-7%	x
O=S(=O)(NCc1ccccc1)c1ccc(NC(=S)NCc2ccco2)cc1	-11%	-12%	-6%
COc1ccc2oc(C(=O)OCC(=O)Nc3cc(S(=O)(=O)N4CCOCC4)ccc3C)c(C)c2c1	0%	-6%	-1%
Cc1ccc(-c2csc3ncn(/N=C/N(C)C)c(=O)c23)o1	2%	-2%	17%

Bioassay records as filed in PubChem BioAssay.
